# PME-1 inh: PME-1 inhibitors via competitive probe labeling, primary screen, biochemical, fluorescence polarization, FP-Rh probe, HTS | Protein phosphatase methylesterase 1 (Homo sapiens), Q9Y570 | recombinant PME-1 | inhibition, % at 5.9 µM | hit rate 0.53% among 320,000 | AID 2130, 2009;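 active = inhibition above the campaign mean of all compounds plus 3 SD, cut at about 26% in these data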;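 note: competitive labeling of PME-1 active site by serine hydrolase directed probe; 0% = PME-1 with DMSO and 100% = wells lacking PME-1 enzyme; inhibitors block probe labeling so polarization falls and inhibition rises; many of its hits are not listed in these tables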
# PAFAH1B3 inh: PAFAH1B3 enzyme inhibitors, primary screen, biochemical, fluorescence polarization, human; inhibition, % at 3.39 µM; hit rate 0.28% among 340,000; recombinant PAFAH1B3, FP-rhodamine probe; Platelet-activating factor acetylhydrolase IB subunit alpha1 (Homo sapiens), Q15102;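 active = inhibition above the screen-wide average of all tested compounds plus 3 SD, cut at about 25% in these data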;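 note: 0% = enzyme with DMSO only and 100% = wells lacking PAFAH1B3 protein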
# Target sequence (Q15102 whole entry, looked up): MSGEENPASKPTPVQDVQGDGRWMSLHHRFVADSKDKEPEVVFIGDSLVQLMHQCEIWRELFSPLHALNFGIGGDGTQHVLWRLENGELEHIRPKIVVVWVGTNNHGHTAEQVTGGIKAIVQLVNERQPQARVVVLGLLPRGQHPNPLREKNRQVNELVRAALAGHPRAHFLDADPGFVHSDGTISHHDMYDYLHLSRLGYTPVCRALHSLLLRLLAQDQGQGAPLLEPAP
# PAFAH1B2 FP inh: PAFAH1B2 enzyme inhibitors, primary screen, biochemical, fluorescence polarization, human | hit rate 1.2% among 340,000 | recombinant PAFAH1B2, FP-rhodamine activity probe | inhibition, % at 3.39 µM;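 active = inhibition above the mean of all tested compounds plus 3 SD, cut at about 24% in these data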;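 note: 0% = enzyme with DMSO and 100% = wells lacking PAFAH1B2; many of its hits are not listed in these tables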
# Target sequence (P68402 whole entry, looked up): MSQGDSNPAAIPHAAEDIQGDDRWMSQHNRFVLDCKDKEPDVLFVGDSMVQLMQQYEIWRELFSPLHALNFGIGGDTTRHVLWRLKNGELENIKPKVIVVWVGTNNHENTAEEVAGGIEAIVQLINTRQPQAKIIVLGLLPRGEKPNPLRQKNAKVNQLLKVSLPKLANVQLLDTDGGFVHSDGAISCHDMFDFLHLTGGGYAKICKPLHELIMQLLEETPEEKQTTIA
# PAD4 inh: human PAD4 inhibitors, primary screen, biochemical, fluorescence polarization, 1536-well format; Protein-arginine deiminase type-4 (Homo sapiens), Q9UM07; recombinant PAD4, RCA probe fluorescence polarization; inhibition, % at 6.36 µM; hit rate 0.41% among 330,000;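 active = percent inhibition above a cutoff equal to the mean of all tested compounds plus 3 SD, cut at about 15% in these data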;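 note: 0% = PAD4 with RCA probe and DMSO and 100% = probe without PAD4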
# GSTO1 counter: inhibitors of recombinant GSTO1, primary screen, counter-screen for RBBP9 inhibitor project, biochemical, fluorescence polarization. inhibition, % at 5.96 µM. activity-based probe fluorescence polarization. AID 1974, 2009. hit rate 1.1% among 300,000;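 active = inhibition above the campaign mean inhibition plus 3 SD, cut at about 35% in these data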;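 note: 0% = GSTO1-1 with DMSO and 100% = wells lacking GSTO1-1 enzyme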
# Target sequence (P78417 whole entry, looked up): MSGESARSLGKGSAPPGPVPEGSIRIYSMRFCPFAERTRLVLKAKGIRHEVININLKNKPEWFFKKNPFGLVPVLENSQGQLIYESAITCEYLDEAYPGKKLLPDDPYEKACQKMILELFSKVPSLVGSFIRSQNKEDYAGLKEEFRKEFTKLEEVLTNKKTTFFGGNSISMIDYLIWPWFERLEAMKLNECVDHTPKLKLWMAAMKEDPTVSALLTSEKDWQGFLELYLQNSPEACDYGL
# LYPLA1 counter: LYPLA1 inhibitors, primary screen, counter-screen for PME1 inhibitor project, biochemical, fluorescence polarization, FP-Rh probe ABPP; recombinant LYPLA1; AID 2174, 2009; inhibition, % at 5.9 µM; Acyl-protein thioesterase 1 (Homo sapiens), O75608; hit rate 0.16% among 320,000;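 active = inhibition above the mean of all tested compounds plus 3 SD, set per campaign, cut at about 14% in these data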;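 note: inhibitors block serine hydrolase probe labeling of LYPLA1 so polarization falls; 0% = enzyme with DMSO and 100% = wells lacking LYPLA1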
# Target sequence (O75608 whole entry, looked up): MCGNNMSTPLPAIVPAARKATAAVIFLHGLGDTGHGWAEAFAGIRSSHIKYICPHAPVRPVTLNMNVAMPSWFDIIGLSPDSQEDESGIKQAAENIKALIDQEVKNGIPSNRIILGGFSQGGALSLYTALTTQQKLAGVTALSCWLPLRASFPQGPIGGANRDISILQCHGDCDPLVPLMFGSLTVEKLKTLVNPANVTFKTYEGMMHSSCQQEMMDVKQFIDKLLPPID
# pPAFAH inh: pPAFAH enzyme inhibitors, primary screen, biochemical, fluorescence polarization, human. Platelet-activating factor acetylhydrolase (Homo sapiens), Q13093. recombinant pPAFAH, FP-rhodamine probe fluorescence polarization. hit rate 1.5% among 330,000. inhibition, % at 3.39 µM. AID 463082, 2010;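 active = inhibition above the mean inhibition across the screen plus 3 SD, cut at about 25% in these data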;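 note: inhibitors block binding of the rhodamine activity-based probe so polarization drops; 0% = enzyme with DMSO and 100% = wells lacking pPAFAH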
# Fam108B inh: mouse Fam108B serine hydrolase inhibitors, primary screen, counter-screen for RBBP9 inhibitor project, biochemical, fluorescence polarization; recombinant Fam108B, FP-Rh probe fluorescence polarization; inhibition, % at 9.51 µM; hit rate 0.33% among 300,000; AID 1947, 2009;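 active = inhibition above the screen mean inhibition plus 3 SD, computed separately per campaign, cut at about 18% in these data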;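 note: inhibitors lower polarization as less probe binds the enzyme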
# PAFAH2 inh: PAFAH2 enzyme inhibitors, primary screen, biochemical, fluorescence polarization, human | Platelet-activating factor acetylhydrolase 2, cytoplasmic (Homo sapiens), Q99487 | hit rate 0.99% among 340,000 | inhibition, % at 3.39 µM | recombinant PAFAH2, FP-rhodamine activity probe;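 active = inhibition above the mean over all tested compounds plus 3 SD, cut at about 30% in these data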;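 note: inhibitors block probe labeling of enzyme so polarization drops; 0% = enzyme with DMSO and 100% = wells lacking PAFAH2 protein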
# Active calls of the source: *; nt = not tested or not shown.
SMILES,PME-1 inh,PAFAH1B3 inh,PAFAH1B2 FP inh,PAD4 inh,GSTO1 counter,LYPLA1 counter,pPAFAH inh,Fam108B inh,PAFAH2 inh
CCOC(=O)Nc1ccccc1C(=O)Nc1cc(C)cc(C)c1,-10,-3,2,-1,-13,-5,-3,0,-9
Cc1ccc(N2C(=O)CC(Nc3ccc(Cl)c(S(=O)(=O)N(C)C)c3)C2=O)c(C)c1 (stereo not drawn),-1,1,0,-1,-6,2,5,-1,6
Cc1cc(NC(=O)C(C)SCC(=O)Nc2cc(C(F)(F)F)ccc2N2CCCCC2)no1 (stereo not drawn),1,4,14,-5,2,-2,3,1,1
O=C(Nc1ccccc1NC(=O)c1c(F)cccc1F)c1c(F)cccc1F,-1,1,4,1,4,0,2,2,-4
CCOc1ccc(NC(=O)N(CCN(C)C)C(C)c2cccnc2)cc1 (stereo not drawn),-7,3,5,3,5,1,8,1,-3
S=c1[nH]c2ccc(Cl)cc2s1,-4,-2,9,-7,-1,6,-7,-5,5
Cc1ccc(-c2nnn(CC(=O)N(c3ccccc3)C(C(=O)NC(C)(C)C)c3cccs3)n2)o1 (stereo not drawn),3,-6,1,-1,-3,2,1,-8,-2
CC1N(C)c2cc(NC(=O)c3cccs3)c(P(=O)(Nc3ccc([N+](=O)[O-])cc3)N3CCOCC3)cc2C1(C)C (stereo not drawn),0,8,6,-17,0,-2,0,-2,5
Cc1ccc(CONC(=O)c2cccc([N+](=O)[O-])c2)cc1,-3,-3,3,4,nt,-1,4,nt,-8
COc1ccc(-c2cc(C(=O)N3CCN(c4ccccc4)CC3)no2)cc1OC,-6,-8,0,-9,3,3,6,3,-4
COc1ccc(/C(O)=C2/C(=O)C(=O)N(Cc3ccco3)C2c2cccs2)cc1 (stereo not drawn),-4,6,4,-5,0,2,3,-1,2
Cc1ccc(C(=O)O/N=C(\N)c2ccc(Br)cc2)cc1C,-4,-4,6,1,5,-2,4,6,-5
CCc1ccc(-c2cn3c(n2)SCC3)cc1,2,3,2,-2,-4,3,-4,-3,6
COc1ccc(CC(NC(C)=O)C(=O)NC2CCN(c3nnnn3-c3ccccc3)CC2)cc1OC (stereo not drawn),3,nt,nt,-3,-5,-2,0,2,nt
O=C(CNc1ccccc1)NN=C1CCCC1,-1,5,5,1,11,-2,7,6,-2
Cc1ccc(Cn2c(NC(=O)c3ccco3)nc3ccccc32)cc1,-8,10,3,-7,5,-2,5,-3,-8
COC(=O)c1ccc(/C=N/NC(=O)CCSc2nc3ccccc3s2)cc1,0,nt,nt,-2,3,1,1,-1,nt
Cc1ccc(-n2c(=S)[nH]c3sc4c(c3c2=O)CCc2ccccc2-4)cc1,1,8,1,-3,-2,-1,8,-2,11
Cc1ccc(S(=O)(=O)N2CCN(S(=O)(=O)N3CCCCCC3)CC2)cc1,3,-5,5,-1,2,2,-2,-2,-9
O=C(Nc1ccc(S(=O)(=O)N2CCCC2)cc1)c1ccc(Br)o1,2,-6,7,4,-3,1,3,0,-1
CCCOc1cc(N)ccc1C(=O)OCCN(CC)CC,0,-3,2,-2,6,2,1,-2,-13
C[C@H](CO)N1C[C@H](C)[C@@H](CN(C)S(=O)(=O)c2cccs2)Oc2c(NS(=O)(=O)c3ccccc3)cccc2C1=O,nt,10,-1,-2,nt,nt,1,nt,5
COc1cc(NC(=S)NCCCN2CCOCC2)c(OC)cc1Cl,0,10,-6,-5,0,2,4,-1,5
O=C1C(C=NCc2ccco2)=C(O)c2ccccc21,2,3,4,-5,0,-4,6,-5,9
CN(Cc1ccccc1)C(=O)CNC(=O)Cn1cnc2ccccc2c1=O,-3,3,0,-5,-3,0,-2,-1,-1
Nn1c(Nc2ccccc2)nc2sc3c(c2c1=O)CCCC3,-2,2,-3,-4,8,-3,14,-5,6
O=C(CCn1c(=O)oc2ccccc21)NCCN1CCOCC1,-6,-6,2,3,8,4,-7,2,-1
COc1ccc(CCNS(=O)(=O)CCNC(=O)c2ccc3c(c2)OCO3)cc1OC,-3,1,0,-1,3,-2,2,7,2
Cc1ccc(C2C3=C(CCCC3=O)Nc3[nH]c(=S)[nH]c(=O)c32)cc1 (stereo not drawn),0,4,1,-2,3,1,4,0,-3
Cc1ccc(NC(=O)Nc2ccc3c(c2)OCO3)cc1F,4,4,-1,3,11,-4,5,0,-6
Cc1ccc(NC(=O)Cc2cn(C)c3ccccc23)cc1F,3,-2,-4,-4,0,-1,2,4,-8
COc1cccc(/C=C/C(=O)N2CCN(S(=O)(=O)c3ccccc3)CC2)c1OC,2,2,3,0,9,9,-2,-2,-2
O=C(N1CCCCCC1)N1CCN(C(=O)N2CCOCC2)CC1,-4,4,5,1,-8,2,6,0,6
Cc1[nH]oc(=O)c1N=Nc1ccccc1,5,13,-4,0,-3,-2,5,3,-9
COC(=O)C1CCN(C(=O)COc2ccc(Cl)cc2)CC1,4,6,3,2,0,-3,4,0,0
CCCCCC(=O)Nc1ccc(N2CCN(CC)CC2)c(Cl)c1,-4,3,4,-1,4,-3,0,3,-11
COC1CCCN(Cc2c(C(=O)N3CCN(C4CCCCC4)CC3)nc3ccccn23)C1 (stereo not drawn),-2,8,-1,1,11,0,-2,1,-3
CC1CN(C(=O)C(C)N2CCN(c3ccccc3Cl)CC2)CC(C)O1 (stereo not drawn),0,4,6,-7,2,3,1,0,-2
O=c1[nH][nH]c(-c2ccccc2)c1C=Nc1ccccc1Cl,1,3,9,-12,8,2,5,0,-12
Cc1ccc(-c2nnc(-c3ccc(NC(=O)c4ccco4)cc3)o2)cc1,-15,-6,-3,-3,-8,0,-2,-11,-7
OCC1(Cc2ccc(Cl)cc2)CCN(Cc2ccc(F)c(F)c2)CC1,-4,0,2,2,0,-1,-2,0,5
O=C(NC1CCCCC1)C(c1ccncc1)N(C(=O)c1csnn1)c1ccccc1F (stereo not drawn),3,7,3,-6,4,0,7,-1,15
CC(=O)c1ccc(N2CCN(C(=O)Cc3n[nH]c(=O)c4ccccc34)CC2)cc1,3,4,4,-2,8,-5,0,-6,4
Cc1nn(-c2ccccc2)c(Cl)c1C(=O)N1CCN(c2ncnc3c2cnn3-c2ccccc2)CC1,-1,4,-4,3,-3,1,0,1,-1
O=C(CSc1nnc(-c2ccncc2)n1CCc1ccccc1)N1CCCC1,4,nt,nt,1,6,2,3,1,nt
Cc1ccc2c(c1)N(CC(=O)N1CCN(C3CCCCC3)CC1)C(=O)CO2,-1,6,3,0,1,1,6,-2,0
COc1ccc(CCn2c(Br)nc3c2c(=O)[nH]c(=O)n3C)cc1,-7,7,0,-13,8,-6,-3,-3,-1
CC(=O)Nc1ccc(S(=O)(=O)Nc2nnc(CC(C)(C)C)s2)cc1,0,2,7,-3,-7,-1,1,0,6
CCOc1ccc(NC(=O)c2cc3ccccc3cc2O)cc1,-11,3,-3,6,7,-6,15,-2,-6
O=Cc1ccc(OCc2cccc(C(F)(F)F)c2)cc1O,4,7,5,-1,-5,1,16,2,3
N#Cc1ccc(NCCc2ccccn2)c([N+](=O)[O-])c1,3,8,-4,4,9,0,1,4,2
COc1ccc(Nc2nc(Cl)nc(NCc3ccco3)n2)c(OC)c1,3,8,4,-5,10,3,1,-4,4
N#Cc1c(Nc2ccccc2)c(/C=N/NCCO)c[nH]c1=O,-6,0,-5,-1,-8,-1,26*,-1,1
CC(c1ccccc1)N1C(=O)/C(=C/c2ccncc2)SC1=S (stereo not drawn),0,3,-1,-2,-3,-2,1,6,-5
CN1Cc2cc(C(=O)c3ccccc3O)cnc2NC1=O,-1,-1,0,-2,5,2,4,4,0
Nc1ccc2[nH]ncc2c1,-1,7,1,-11,8,2,6,-2,6
O=C1N(c2ccccc2)c2ccccc2C1(O)C(F)(F)F (stereo not drawn),2,7,0,-2,-6,3,0,2,0
COc1ccc(/C=C/C=N/NC(=O)COc2ccc(OC)cc2)cc1,-3,2,5,0,3,8,4,-2,-2
CCC(C)(C)NC(=O)C(c1cccn1C)N(C(=O)Cn1nnc2ccccc21)c1ccc(OC)cc1 (stereo not drawn),-7,4,9,-6,3,0,-3,2,-4
COc1cc(CNC(=O)CCn2nc(C)c3c(C)n(-c4ccccc4)nc3c2=O)cc(OC)c1OC,-11,1,4,-7,5,1,5,1,2

# (continued)
SMILES,PME-1 inh,PAFAH1B3 inh,PAFAH1B2 FP inh,PAD4 inh,GSTO1 counter,LYPLA1 counter,pPAFAH inh,Fam108B inh,PAFAH2 inh
Cc1ccc(SCCOCCN2CCc3ccccc3C2)cc1,-2,-7,14,1,-6,4,4,-1,9
O=C(CSc1nnc(CCCN2C(=O)c3cccc4cccc(c34)C2=O)n1-c1ccccc1)NCCCO,4,11,0,2,-2,3,1,2,0
Cc1cccc(CNC(=O)CCCn2nc(C)c3c(C)n(-c4ccccc4)nc3c2=O)c1,5,12,7,-1,-5,6,0,2,6
O=C(O)c1ccccc1C(=O)Nc1ccccn1,-9,5,2,-1,1,-2,3,-1,-1
CC1(C)Cc2cccc(OCC(=O)NCCc3ccc(S(N)(=O)=O)cc3)c2O1,-8,6,4,8,nt,3,1,nt,-1
CC(=O)NC1Sc2ccccc2N=C1c1ccccc1 (stereo not drawn),3,11,4,-2,6,-1,0,-1,-3
Cc1ccc(OCCC(=O)OCC(=O)N2CC(=O)Nc3ccccc32)cc1,4,0,5,-2,nt,-1,-2,nt,-1
Cc1nnc(NC(=O)c2ccc(S(=O)(=O)N3CCOCC3)cc2)s1,-2,3,8,0,-2,3,1,7,2
COC(=O)c1ccccc1NC1c2ccccc2C(=O)N1c1cccnc1 (stereo not drawn),3,-6,3,2,2,-2,5,0,6
Cc1cc(C)cc(NC(=O)CSc2nncn2-c2ccccn2)c1,-1,4,-1,-11,1,-2,5,2,-10
O=C(c1cccc(Br)c1)N1CCN(C2=NS(=O)(=O)c3ccccc32)CC1,5,-2,-2,-2,2,2,0,-1,0
CCOC(=O)C1CCN(C(C)=C2C(=O)c3ccccc3C2=O)CC1,-2,11,4,-2,-4,0,-2,1,9
O=C(Cn1ccc2ccccc2c1=O)N1CCN(c2cccc(Cl)c2)CC1,-2,2,-3,-5,-8,1,-4,-2,0
CCC(=O)Nc1ccc2c(c1)ncn2C,-4,2,0,-2,9,0,2,-3,-2
COc1ccccc1-n1c(C)nc2cc(C(=O)NCCN3CCOCC3)ccc21,-1,-1,4,-1,-4,-1,-5,-4,-2
Cc1nnc2c(NC3CCCC3)nc3ccccc3n12,0,7,2,0,-6,-1,2,-4,1
CCOC(=O)c1c(C)n(C)c2cc(OCCN(CC)CC)ccc12,0,-6,0,2,1,2,3,-2,4

# Compound activity (PubChem BioAssay)

# An excerpt. The share of hits here may be higher or lower than overall.
